# DTT redox prof: compounds producing H2O2 with reducing agent – biochemical, NIH compound library profiling, artefact control for MLSCN library redox annotation, primary screen | DTT-dependent redox cycling H2O2, phenol red/HRP absorbance; 100% = 100 µM peroxide control, 0% = buffer | activation, % at 10 µM | hit rate 0.03% among 200,000 | AID 878, 2007;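 active = activation of at least 50% relative to the plate's high and low controls in the primary single-dose screen; inactive = activation below 50%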;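 also: compound incubated with DTT at 0.8 mM final as the reducing agent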
# Diaphorase act: compounds boosting diaphorase resazurin reduction – biochemical, uHTS, resorufin fluorescence, counter-screen for diaphorase-coupled primary assays, primary screen; hit rate 0.005% among 190,000; Diaphorase/resazurin coupled assay, 16 min; stronger effect = higher value; 1 = vehicle wells, 0 = NADH-free wells; activation factor at 20 µM;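 active = diaphorase activity raised at least twofold by the compound at 20 µM; inactive = activation factor below 2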
#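 Test system: Clostridium kluyveri diaphorase, purified enzyme. Buffer or medium: 50 mM HEPES pH 7.4 buffer plus MgCl2 and Tween 20. Also added: 0.114 mM NADH and 0.1 mM resazurin, final amounts. Dosing: compound 20 µM once, DMSO 1%. Schedule: 16 min enzyme reaction, ambient temperature. Detection: fluorescence of resorufin, 544 nm excitation, 590 nm emission.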
# S1P3 antagonist: S1P3 receptor antagonists, primary screen, cell-based; Sphingosine 1-phosphate receptor 3 (Homo sapiens), Q99500; CHO S1P3 NFAT-BLA reporter, FRET fluorescence, antagonist mode; inhibition, % at 4.98 µM; hit rate 0.27% among 170,000;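 active = inhibition above the plate cutoff, the mean inhibition of test wells on that plate plus 3 SD, cut at about 28% in these data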;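 also: cells challenged with S1P at its EC80 of 0.8 µM; blue over green emission ratio from cleaved BLA substrate after 4 h stimulation; 0% = S1P-stimulated wells and 100% = unstimulated DMSO-only wells; some compounds past the cut are filed as inactive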
# Target sequence (Q99500 whole entry, looked up): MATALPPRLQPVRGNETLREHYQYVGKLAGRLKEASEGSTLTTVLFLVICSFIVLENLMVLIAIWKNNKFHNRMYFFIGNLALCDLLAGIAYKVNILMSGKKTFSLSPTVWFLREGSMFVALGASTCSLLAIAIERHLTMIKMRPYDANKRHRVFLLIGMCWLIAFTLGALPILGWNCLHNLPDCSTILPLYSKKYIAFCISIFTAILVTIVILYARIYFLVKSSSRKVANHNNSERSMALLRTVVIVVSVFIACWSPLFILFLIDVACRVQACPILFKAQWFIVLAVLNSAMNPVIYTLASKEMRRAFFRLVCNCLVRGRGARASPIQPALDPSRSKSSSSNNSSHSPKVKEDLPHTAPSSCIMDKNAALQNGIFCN
# Lmaj promast: Leishmania major promastigote growth inhibition, primary screen. hit rate 9% among 200,000. Leishmania major promastigotes, resazurin fluorescence viability. AID 1063, 2008. inhibition, % at 10 µM;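 also: promastigotes grown with compound for 44 hours at 28 °C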
# Hsp70 activator: Hsp70 transcriptional activators, primary screen, cell-based, HeLa, Hsp70 promoter luciferase, luminescence, 10 µM. HeLa Hsp70 promoter luciferase reporter; scaled: vehicle 0, proteasome-inhibitor control 100%. activation, % at 10 µM. hit rate 0.04% among 200,000;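 active = activation above the mean across all tested compounds plus 3 SD, cutoff set per campaign, cut at about 5.5% in these data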;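 also: 100% = MG132 at 30 µM as the positive control and 0% = DMSO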
# Diaph inh CS: diaphorase inhibitors and chemical oxidizers, primary screen, counter-screen for diaphorase-coupled primary assays, biochemical, uHTS, resorufin fluorescence. diaphorase resazurin-to-resorufin fluorescence, NADH, 16 min; bacterial (C. kluyveri) enzyme, not human. AID 1217, 2008. inhibition, % at 20 µM. hit rate 0.69% among 190,000;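 active = primary screen inhibition at 20 µM above a set limit, cut at about 50% in these data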;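 also: plate controls were DMSO with full reaction for no effect and wells lacking NADH for full effect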
#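 Benchmarks: positive control wells lacking NADH, neutral wells with DMSO only. System: bacterial diaphorase enzyme (C. kluyveri). Input: 0.14 U/mL diaphorase, enzyme working solution. Detection: resorufin fluorescence, excitation 544 nm, emission 590 nm. Times: 16-min room-temperature incubation before reading.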
# G6PDH counter: L. mesenteroides G6PDH inhibitors, counter-screen for G6PDH-coupled screening assays, biochemical, Leuconostoc mesenteroides enzyme. Purified L. mesenteroides G6PDH, diaphorase/resazurin coupled fluorescence, 45 min. inhibition, % at 5 µM. hit rate 0.12% among 200,000
# RAM inhibit: inhibitors of the yeast RAM network, primary screen, dse1pr::URA3 reporter, 5-FOA selection. S. cerevisiae dse1pr::URA3 reporter, 5-FOA growth OD615, 2 d; analog-sensitive cbk1-as2 kinase mutant strain. inhibition, % at 50 µM. hit rate 1.8% among 190,000. AID 868, 2007;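 active = inhibition above a set limit, 3 SD over mean compound inhibition, cut at about 8.4% in these data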;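 also: 0% = DMSO-only wells with no growth and 100% = 10 µM 1-NA-PP1 full growth; inhibition rescues growth on 5-FOA so higher OD means more RAM inhibition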
# TLR4 MyD88 comp: inhibitors of TLR4-MyD88 association in cells, primary screen, cell-based, HeLa CL3-4, BLA complementation, FRET ratio; Toll-like receptor 4 (Homo sapiens) + Myeloid differentiation primary response protein …; HeLa CL3-4 TLR4/MyD88 BLA complementation; inhibition, % at 8.4 µM; hit rate 0.18% among 200,000; AID 861, 2007; in the data active = inhibition above about 25%;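 also: 0% = vehicle and 100% = reference inhibitor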
# PMI act hi M6P: human PMI activators, high substrate, primary screen, biochemical, fluorescence intensity, near-saturating mannose 6-phosphate; Mannose-6-phosphate isomerase (Homo sapiens), P34949; coupled PMI enzyme assay, resazurin fluorescence, 20 min; stronger effect = higher value; 1 = untreated enzyme, 0 = substrate-free blank; activation factor at 20 µM; hit rate 0.34% among 190,000; AID 1216, 2008;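 active = activation factor of 2 or more at 20 µM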
# Target sequence (P34949 whole entry, looked up): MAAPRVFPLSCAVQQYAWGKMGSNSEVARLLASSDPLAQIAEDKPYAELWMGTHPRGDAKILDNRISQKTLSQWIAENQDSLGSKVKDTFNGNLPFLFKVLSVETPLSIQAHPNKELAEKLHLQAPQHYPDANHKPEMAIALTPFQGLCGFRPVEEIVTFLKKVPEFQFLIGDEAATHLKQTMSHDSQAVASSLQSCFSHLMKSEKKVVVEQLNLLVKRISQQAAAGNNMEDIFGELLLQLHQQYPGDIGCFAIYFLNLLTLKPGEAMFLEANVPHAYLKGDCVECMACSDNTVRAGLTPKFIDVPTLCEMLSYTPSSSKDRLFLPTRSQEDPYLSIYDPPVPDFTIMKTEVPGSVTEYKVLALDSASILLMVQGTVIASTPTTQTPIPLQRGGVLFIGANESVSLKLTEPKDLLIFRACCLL
#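 test system = human PMI in coupled enzyme assay | medium = HEPES-buffered pH 7.4 with magnesium and detergent | also added = 1.0 mM mannose-6-phosphate substrate with 0.22 mM NADP+ | compound = 20 µM single dose | times = 20 min incubation at room temperature | measured by = resorufin fluorescence (Ex 544/Em 590 nm) from resazurin via diaphorase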
# PMI activator: activators of human PMI, primary screen, biochemical, fluorescence intensity, near-Km mannose 6-phosphate; Mannose-6-phosphate isomerase (Homo sapiens), P34949; purified human PMI, coupled resazurin fluorescence, 20 min; stronger effect = higher value; 1 = vehicle control, 0 substrate-free wells; activation factor at 20 µM; hit rate 0.005% among 190,000; AID 1214, 2008;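 active = activation factor of 2 or more at 20 µM, relative to plate controls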
# * hit, by the source's call; nt = no result given. Rule as the data show it, unless noted: active = inhibition above about 50%; inactive = the rest. This is a random part of the collection. About 12% of those tested had a hit in this group.
# Values in the order: DTT redox prof	Diaphorase act	S1P3 antagonist	Lmaj promast	Hsp70 activator	Diaph inh CS	G6PDH counter	RAM inhibit	TLR4 MyD88 comp	PMI act hi M6P	PMI activator
CN1CCN(S(=O)(=O)c2ccc(N3CCN(S(=O)(=O)c4cccs4)CC3)nc2)CC1
  -0.1	1	nt	6	-0.5	3	2	0.4	-4	1	1
O=C(COC(=O)Cc1ccc(Br)cc1)NC1CCCCCC1
  -2.0	0.9	7	3	-0.1	8	-1	0.6	-2	1	0.9
O=C(COC(=O)c1cc(-c2ccco2)nc2ccccc12)NCc1ccc2c(c1)OCO2
  0.4	0.8	nt	21	-0.4	24	2	2.9	4	1.1	1
Cc1ccccc1N1C(=O)C2ON(c3ccccc3)C(c3cccnc3)C2C1=O (stereo unspecified)
  1.2	0.9	nt	-3	-0.2	10	2	-1.8	-5	0.9	0.9
CCOC(=O)CC(=O)Nc1nnc(C(C)C)s1
  0.8	1.1	-6	-2	-0.6	-5	1	2.4	-2	1.1	1.1
CCOc1ccc(OCC)c(NC(=O)CSc2nnnn2CC)c1
  -0.1	0.9	nt	-4	-0.5	10	-3	2.4	16	1	1
CCOCCCNC(=S)N(Cc1ccccc1)Cc1nc2ccccc2c(=O)[nH]1
  -0.4	0.8	0	-2	0.1	20	18	1.6	6	0.9	0.8
CCC(c1nnc(SCC(=O)NCCc2ccc(Cl)cc2Cl)o1)N(C)C (stereo unspecified)
  3.1	0.9	-18	-2	0.0	10	10	1.1	-1	0.9	1
Cn1c(=O)[nH]c(=O)c2c1nc(N(CCO)Cc1ccccc1)n2Cc1ccccc1Cl
  0.2	0.9	nt	24	-0.1	8	1	3.8	0	1	0.9
COc1ccc(S(=O)(=O)N(C)CC(=O)Nc2c(F)cccc2F)cc1
  11	1	-8	-6	-0.5	0	-4	2.1	5	1	1
O=C(NC1=NCCS1)Nc1ccccc1
  -0.2	0.9	-2	-3	0.6	12	-1	2.0	9	1	0.9
O=C(/C=C\c1ccc2c(c1)OCO2)NC1(C(=O)Nc2ccc3c(c2)OCO3)CCCCC1
  -0.2	1	4	15	-0.4	-1	-3	4.9	-2	1	1
CCN(C(=O)CN1CCN(C)CC1)c1cccc2ccccc12
  -0.1	0.9	-46	3	-0.1	15	1	2.7	-17	1.1	1
CCOC(=O)C1CCN(C(=O)CCc2c(C)nc3cc(-c4ccccc4)nn3c2C)CC1
  0.4	0.9	nt	4	-0.2	12	5	0.5	-5	1	1.1
CCOc1cc(/C=C/c2nc3cc(C)c(C)cc3s2)ccc1OCC(=O)N1CCOCC1
  1.2	0.8	2	86*	-0.5	17	-1	5.2	-5	0.9	0.9
CCCC[C@@H]1CNC(=S)N1CCc1cccc2ccccc12
  0.6	0.7	-7	20	0.2	31	1	3.6	-11	0.8	0.8
O=C(COC(=O)/C=C/c1cccc(F)c1)NNC(=O)c1ccccc1
  -0.4	0.9	0	-9	-0.3	10	4	4.6	-1	0.9	1
CCN(C(=O)c1ccco1)c1nnc(-c2ccc(OC)cc2)s1
  0.6	0.9	nt	-3	0.3	5	-2	5.0	-9	1	1
CC(C)OC(=O)NCN1C(=O)C2C3C=CC(C3)C2C1=O (stereo unspecified)
  3.1	0.9	nt	0	0.1	9	9	1.8	0	1.1	1.1
C/C(Cn1nnc([N+](=O)[O-])n1)=N\NC(=O)c1ccc(C)cc1
  -0.1	0.9	12	39	-0.2	10	11	-0.4	-22	0.6	1

# A different layout for part of the listing above.
structure | DTT redox prof | Diaphorase act | S1P3 antagonist | Lmaj promast | Hsp70 activator | Diaph inh CS | G6PDH counter | RAM inhibit | TLR4 MyD88 comp | PMI act hi M6P | PMI activator
CCN(C(=O)CN1CCN(C)CC1)c1cccc2ccccc12 | -0.1 | 0.9 | -46 | 3 | -0.1 | 15 | 1 | 2.7 | -17 | 1.1 | 1
CCOC(=O)C1CCN(C(=O)CCc2c(C)nc3cc(-c4ccccc4)nn3c2C)CC1 | 0.4 | 0.9 | nt | 4 | -0.2 | 12 | 5 | 0.5 | -5 | 1 | 1.1
CCOc1cc(/C=C/c2nc3cc(C)c(C)cc3s2)ccc1OCC(=O)N1CCOCC1 | 1.2 | 0.8 | 2 | 86* | -0.5 | 17 | -1 | 5.2 | -5 | 0.9 | 0.9
CCCC[C@@H]1CNC(=S)N1CCc1cccc2ccccc12 | 0.6 | 0.7 | -7 | 20 | 0.2 | 31 | 1 | 3.6 | -11 | 0.8 | 0.8
O=C(COC(=O)/C=C/c1cccc(F)c1)NNC(=O)c1ccccc1 | -0.4 | 0.9 | 0 | -9 | -0.3 | 10 | 4 | 4.6 | -1 | 0.9 | 1

# Continuation.
# Values in the order: DTT redox prof	Diaphorase act	S1P3 antagonist	Lmaj promast	Hsp70 activator	Diaph inh CS	G6PDH counter	RAM inhibit	TLR4 MyD88 comp	PMI act hi M6P	PMI activator
CCOC(=O)Cn1nc(C)c2ccccc2c1=O
  1.8	1	nt	11	-0.1	-2	6	0.7	-12	1	1
CCc1ccc(NC(=O)c2onc(C)c2Cl)cc1
  -0.6	0.9	nt	-6	0.5	9	6	-0.2	3	1	1
COc1cccc(/C=C2\C(=O)N(c3cccc(C)c3)C(=O)c3ccccc32)c1
  0.6	0.9	-2	73*	0.1	6	3	2.9	29*	1.1	1.2
COc1ccccc1N1CCN(C2CCN(C(=O)c3ccc(F)cc3)CC2)CC1
  0.8	0.9	5	-10	-0.3	7	7	0.9	-16	1.1	1
CN1CCC(N2CCN(c3cccc(C(F)(F)F)c3)CC2)CC1
  -0.1	0.9	nt	100*	-0.4	12	6	1.0	-5	1.1	1
CC1CCN(Cc2nnnn2-c2cccc([N+](=O)[O-])c2)CC1
  0.4	1	12	-2	-0.3	5	8	0.6	0	1.1	1.1
Cc1csc(=O)n1CCC(=O)O
  -0.8	1	-20	-6	-0.2	-5	3	4.0	2	1.1	1
O=c1c(Cl)c(NCC2CCCO2)cnn1C12CC3CC(CC(C3)C1)C2 (stereo unspecified)
  -0.6	0.9	-9	0	0.0	7	14	1.9	9	1	1
CCc1nnc(NC(=O)c2ccc3c(c2)C(=O)N(CC)C3=O)s1
  2.2	nt	nt	-4	-0.3	nt	nt	1.2	-7	nt	nt
O=C(Nc1ccccn1)C(=O)N1CCCCC1
  0.5	1	nt	-2	-0.3	1	6	0.2	0	1.1	1.1
COC(=O)Cc1cc(=O)[nH]c(/N=C(\N)Nc2ccc(C(C)C)cc2)n1
  -0.4	1	12	1	-0.5	4	16	-0.6	-4	0.9	0.9
COc1ccc(Cn2nnnc2C(c2cc3cc(C)ccc3[nH]c2=O)N2CCOCC2)cc1 (stereo unspecified)
  2.4	1	-3	-8	-0.2	2	3	1.4	1	1.4	1.3
COc1ccc(C2C3=C(CC(C)(C)CC3=O)Oc3ncn(CC(C)C)c(=N)c32)cc1 (stereo unspecified)
  2.8	1.1	-23	1	0.2	-6	6	0.7	13	1	1
Cn1c(Cn2c(=O)sc3ccccc32)nnc1SCc1cccc(F)c1
  -0.1	1	-36	-7	0.0	2	-2	2.4	12	1.1	1.1
O=C1C(C=NCCN2CCOCC2)=C(O)c2ccccc21
  0.6	1	2	-5	-0.5	0	0	2.1	-15	1.2	1.1
Cc1nc2ncccn2c1-c1csc(Nc2ccc(O)cc2)n1
  -2.0	0.7	-18	10	0.3	32	11	1.1	2	0.6	0.9
C/C(Cn1nnc([N+](=O)[O-])n1)=N\NC(=O)c1ccc(O)cc1O
  0.0	0.8	2	-3	-0.3	18	8	0.1	-5	0.5	0.8
Cn1c(CN2CCN(C(=O)c3ccc(F)cc3)CC2)nc2cc([N+](=O)[O-])ccc21
  0.2	0.9	-4	64*	-0.3	14	-4	1.0	4	1	0.9
O=C(COC(=O)c1ccc([N+](=O)[O-])o1)Nc1cccc(S(=O)(=O)N2CCOCC2)c1
  0.1	0.9	8	-5	-0.4	10	3	1.3	8	0.9	1.1
CC1(C)O[C@@H]1COc1c2ccoc2cc2oc(=O)ccc12
  0.4	0.8	-15	-2	0.0	20	8	0.5	-4	0.9	1
S=C(NCCSCc1ccc(Cl)cc1)Nc1ccccc1
  -2.9	0.8	nt	22	-0.5	20	0	4.5	10	0.9	0.9
O=C(CCCCCn1c(=O)[nH]c2ccccc2c1=O)NCCc1c[nH]c2ccccc12
  2.9	0.9	nt	98*	-0.4	10	5	0.8	-2	1	1
N#Cc1ccccc1N=C1CCCN1Cc1ccccc1
  -0.7	0.9	15	1	-0.3	10	7	0.0	11	0.9	0.9
Fc1ccc(CN2CCCN(Cc3nc(-c4ccc5c(c4)OCO5)no3)CC2)cc1
  -1.0	1	4	95*	-0.4	2	9	-1.9	-16	0.9	1
O=C(CSc1nc2ccc([N+](=O)[O-])cc2[nH]1)NCCc1ccccc1
  0.2	0.8	nt	1	0.7	19	3	0.8	-2	1	0.9
CCCn1c(SC/C(O)=C(\C#N)c2nc3ccccc3[nH]2)n[nH]c1=O
  -0.5	1	-7	-2	-0.3	5	10	2.4	-10	0.9	1
CCOC(=O)CC(N)c1ccc2c(c1)OCO2 (stereo unspecified)
  1.6	0.9	-37	-5	-0.4	6	1	1.4	-9	1	1

# Compound activity from PubChem BioAssay.
